MEKK2wt PB1 HTS – raises or lowers MEK5 binding to wildtype human MEKK2 PB1 domain; bead flow cytometry, Alexa488-MEK5 binding to MEKK2 WT; actives lie on both sides; binding response (% of control), % at 10 µM; hit rate 1.1% among 290,000; AID 1531; in the data active means binding response below about 67% or above about 130%
GPR7 antag – antagonists of human GPR7 (neuropeptides B/W receptor 1); GPR7-expressing cells, fluorescence antagonist assay; AID 1861; hit rate 1.1% among 290,000; inhibition, % at 4.4 µM; in the data active means inhibition above about 16%, passing the limit was not always enough;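 further: cells stimulated with the agonist NPW; 0% = agonist with vehicle and 100% = vehicle without agonist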
V1R ag counter – activates human V1a receptor in oxytocin agonist counter-screen; AID 2797; CHO-V1R cells, Fluo-8 calcium fluorescence, agonist mode; 0% DMSO, 100% 3 nM vasopressin; activation, % at 3 µM; P37288; hit rate 0.25% among 320,000;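 active means activation above the mean activation of all tested compounds plus 3 SD, per screening run, cut at about 20% in these data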;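 further: signal is peak over basal fluorescence ratio across a 100 second FLIPR read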
Target sequence (P37288 whole entry, looked up): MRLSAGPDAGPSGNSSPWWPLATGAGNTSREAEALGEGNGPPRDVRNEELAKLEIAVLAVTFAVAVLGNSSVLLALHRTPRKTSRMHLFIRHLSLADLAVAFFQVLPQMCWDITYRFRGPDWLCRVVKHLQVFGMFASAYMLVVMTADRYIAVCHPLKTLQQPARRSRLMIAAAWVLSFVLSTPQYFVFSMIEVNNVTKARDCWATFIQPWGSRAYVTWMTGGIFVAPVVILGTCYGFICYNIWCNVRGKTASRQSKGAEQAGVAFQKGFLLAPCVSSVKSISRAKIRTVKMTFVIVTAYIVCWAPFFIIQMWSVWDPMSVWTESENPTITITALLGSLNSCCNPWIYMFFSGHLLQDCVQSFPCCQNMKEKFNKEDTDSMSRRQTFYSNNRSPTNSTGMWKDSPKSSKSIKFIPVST
MEKK2 mut-MEK5 – signal of MEK5 binding to mutant human MEKK2 PB1 domain | percent response, % at 10 µM | hit rate 0.35% among 290,000 | bead flow cytometry, Alexa488-MEK5 binding to MEKK2 mutant; in the data active means percent response above about 24%, passing the limit was not always enough; further: inactives centre near 1; some results filed as inactive read as strong as hits
PfM18AAP inh – blocks P. falciparum M18 aspartyl aminopeptidase | inhibition, % at 7.35 µM | recombinant PfM18AAP, H-Glu-NHMec fluorogenic cleavage | hit rate 1.2% among 290,000;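 active means inhibition above the campaign mean inhibition over all tested compounds plus 3 SD, cut at about 28% in these data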;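 further: 0% = plate median of test compound wells and 100% = 2 mM ZnCl2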
OXTR potentiate – potentiates the human oxytocin receptor response; AID 2445; hit rate 0.061% among 320,000; CHO-OTR cells, Fluo-8 calcium fluorescence, potentiator mode; 0% = oxytocin EC15, 100% = EC100; activation, % at 3 µM;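 active means activation above that plate's cutoff, the mean activation of tested compounds plus 3 SD, cut at about 6.6% in these data, passing the limit was not always enough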;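 further: 100% uses oxytocin at 75 nM as the full agonist control; some results filed as inactive read as strong as hits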
Target sequence (P30559 whole entry, looked up): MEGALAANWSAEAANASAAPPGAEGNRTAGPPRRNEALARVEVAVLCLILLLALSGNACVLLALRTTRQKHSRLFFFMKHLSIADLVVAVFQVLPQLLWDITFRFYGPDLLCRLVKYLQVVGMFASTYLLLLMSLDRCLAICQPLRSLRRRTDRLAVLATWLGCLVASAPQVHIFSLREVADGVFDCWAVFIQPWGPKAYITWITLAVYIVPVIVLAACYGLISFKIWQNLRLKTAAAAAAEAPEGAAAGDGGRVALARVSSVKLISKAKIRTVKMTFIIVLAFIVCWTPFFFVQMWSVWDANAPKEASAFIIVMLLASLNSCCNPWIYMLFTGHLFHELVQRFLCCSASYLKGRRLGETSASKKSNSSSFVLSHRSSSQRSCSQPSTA
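Measured by – Fluo-8 calcium dye fluorescence · Test system – human OTR in CHO cells · Dosing – one concentration, 3.0 µM compound · Controls – EC15 oxytocin alone as 0%, 75 nM oxytocin as 100% · Evaluation – normalized max/min fluorescence ratio, % activation · Timing – 6 min pre-incubation, 100 s read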
OXTR ag – agonists of human oxytocin receptor | P30559 | CHO-OTR cells, Fluo-8 calcium fluorescence; normalized: DMSO 0%, oxytocin 100% | activation, % at 3 µM | hit rate 0.32% among 320,000 | AID 2435;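 active means activation above the mean of all tested compounds plus 3 SD, cutoff set per screening run, cut at about 20% in these data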;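 further: peak over basal fluorescence ratio from a 100 s FLIPR kinetic read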
GalR3 antag – human GalR3 antagonism; HEK293 GalR3-CNG cAMP membrane potential fluorescence; galR3 body fused to GalR1 C-terminus; hit rate 0.44% among 360,000; inhibition, % at 3 µM;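 active means inhibition above the screen-wide average plus 3 SD, cut at about 13% in these data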;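 further: forskolin and galanin both at EC90 stimulate the cells; cAMP rise reported by CNG channel membrane potential dye signal; 0% = forskolin plus galanin with DMSO and 100% = forskolin alone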
Target sequence (O60755 1-299 limits assumed): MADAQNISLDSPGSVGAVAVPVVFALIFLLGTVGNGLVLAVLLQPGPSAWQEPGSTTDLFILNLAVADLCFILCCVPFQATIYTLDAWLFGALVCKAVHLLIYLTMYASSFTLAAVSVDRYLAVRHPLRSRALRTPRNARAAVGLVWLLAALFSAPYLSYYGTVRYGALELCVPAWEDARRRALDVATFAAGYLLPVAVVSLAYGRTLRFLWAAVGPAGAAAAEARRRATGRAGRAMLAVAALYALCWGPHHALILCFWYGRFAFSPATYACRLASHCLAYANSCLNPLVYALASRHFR
NALP1 yeast inh – inhibitors of NALP1 inflammasome in yeast; AID 2071; hit rate 0.61% among 280,000; S. cerevisiae NALP1/ASC/caspase-1 growth, X-gal OD620, 72 h; inhibition, % at 10 µM; in the data active means inhibition mostly above about 24%, no sharp cut-off; inactive means mostly below about 32%; further: some compounds called inactive have numbers as strong as hits
An asterisk follows results filed as active; . = not tested or not shown.

SMILES	MEKK2wt PB1 HTS	GPR7 antag	V1R ag counter	MEKK2 mut-MEK5	PfM18AAP inh	OXTR potentiate	OXTR ag	GalR3 antag	NALP1 yeast inh
Cc1ccc[n+](CC(=O)Nc2c(Cl)cc(Cl)cc2Cl)c1	68.0	1.2	0.8	-13.0	-4.1	-1.0	0.7	-6.6	-7.1
O=C(c1ccc(Cl)c(S(=O)(=O)N2CCOCC2)c1)N1CCN(c2ccccn2)CC1	.	.	1.1	.	.	0.9	-1.1	-7.7	.
CCc1noc(C)c1C(=O)NNC(=O)c1ccc(Br)cc1	.	.	-1.0	.	.	-0.7	-0.9	-3.7	.
COc1ccc(OCC(=O)N2CCN(c3cccc(C(F)(F)F)c3)CC2)cc1	97.0	-2.2	5.9	-3.0	6.9	-15.6	-0.6	-1.0	26.9
CS(=O)(=O)N(CC(=O)NCCSCc1ccccc1)c1ccccc1F	106.0	-8.9	-1.4	3.0	4.0	-8.2	-0.3	-8.0	-12.6
COc1ccccc1OCC(=O)NNC(=O)c1c(-c2ccccc2Cl)noc1C	94.0	-13.8	1.1	-6.0	3.1	-4.7	-0.3	-4.2	-5.8
Cn1cncc1C#Cc1ccc2cc(CCCO)oc(=O)c2c1	.	.	0.7	.	.	1.8	0.5	-4.3	.
CC(C)N=C(NS(=O)(=O)c1ccccc1)C(Cl)(Cl)Cl	98.0	-6.1	-0.3	-1.0	2.8	0.8	-0.7	-3.2	43.3
NC(=O)c1cc(C(=O)c2ccc(Cl)cc2)c[nH]1	104.0	-1.0	-0.2	-2.0	0.0	-20.7	-0.7	-4.5	2.9
O=C(CCS(=O)(=O)c1ccccc1)Nc1nccs1	104.0	-4.0	1.4	1.0	-1.1	1.0	0.3	.	-9.5
O=C(N/N=C/c1ccc(Cl)cc1)c1cc(-c2cccnc2)nc2ccccc12	94.0	-5.5	-1.0	-12.0	0.8	-7.4	-0.1	-3.6	11.0
COc1cccc(C(=O)c2cc3ccc(O)cc3oc2=O)c1	111.0	0.2	1.0	6.0	1.2	-7.3	0.6	-5.2	5.0
COc1cc(CNc2ccc3[nH]c(=O)[nH]c3c2)cc(Br)c1OCc1ccc(F)cc1	107.0	3.5	.	5.0	-8.9	.	.	-9.4	15.8
COCc1c(C(=O)OCC(=O)NCc2ccco2)oc2ccccc12	.	.	0.4	.	.	4.9	0.4	-4.7	.
C[N+](C)(C)CCNC(=O)c1cc[n+](Cc2ccccc2)c(/C=N/O)c1	108.0	-13.5	.	3.0	4.0	.	.	-3.6	6.7
COc1cc(C(=O)N2CCN(C)CC2)cc(OC)c1OC	106.0	-9.9	0.2	3.0	-9.9	-2.7	0.1	-9.7	.
O=C1COc2ccc(C(=O)CSc3nnc(Cc4ccccc4)o3)cc2N1	.	.	3.0	.	.	-4.0	2.8	-3.5	.
CCOc1cccc(-c2c(C(=O)N/N=C/c3ccsc3)nnn2-c2nonc2N)c1	95.0	-16.0	24.1*	-5.0	-2.7	-7.0	24.6*	0.2	18.8
CC1=C(C(=O)OCc2ccccc2)C(c2ccccc2OS(=O)(=O)c2ccc([N+](=O)[O-])cc2)NC(=O)N1CCCC(=O)O (stereo not drawn)	99.0	.	0.7	-1.0	.	-1.6	0.5	-1.0	.
COCC(=O)N1CCC(Oc2ccc(C(=O)N(C)C(C)c3ccon3)cc2)CC1 (stereo not drawn)	100.0	-1.4	1.8	-4.0	-4.4	-1.3	1.0	-0.2	28.9
O=[N+]([O-])c1cccc(-c2c[n+]3c(n2-c2ccccc2)SCC3)c1	103.0	-8.2	-0.7	-1.0	2.2	-0.2	0.5	2.6	0.5
O=C(COC(=O)c1ccccc1O)NCc1ccco1	.	.	0.9	.	.	0.5	0.9	-3.6	.
CCOc1cccc(CN2CCCC(CNC(=O)c3cccc(OC)c3OC)C2)c1 (stereo not drawn)	107.0	-5.6	0.9	1.0	-3.0	-1.1	-0.4	-2.2	3.2
C=CCC[C@H](Cc1ccc(F)cc1)C(=O)OC[C@@H](Cc1c[nH]c2ccccc12)NC(=O)[C@H](CC=C)CC(=O)N(CCO)Cc1ccccc1	.	.	-0.1	.	.	-9.2	0.2	1.6	.

One compound at a time (already shown):
`COCc1c(C(=O)OCC(=O)NCc2ccco2)oc2ccccc12` is entered as MEKK2wt PB1 HTS: .; GPR7 antag: .; V1R ag counter: 0.4; MEKK2 mut-MEK5: .; PfM18AAP inh: .; OXTR potentiate: 4.9; OXTR ag: 0.4; GalR3 antag: -4.7; NALP1 yeast inh: .
`C=CCC[C@H](Cc1ccc(F)cc1)C(=O)OC[C@@H](Cc1c[nH]c2ccccc12)NC(=O)[C@H](CC=C)CC(=O)N(CCO)Cc1ccccc1` is entered as MEKK2wt PB1 HTS: .; GPR7 antag: .; V1R ag counter: -0.1; MEKK2 mut-MEK5: .; PfM18AAP inh: .; OXTR potentiate: -9.2; OXTR ag: 0.2; GalR3 antag: 1.6; NALP1 yeast inh: .

Following part.
SMILES	MEKK2wt PB1 HTS	GPR7 antag	V1R ag counter	MEKK2 mut-MEK5	PfM18AAP inh	OXTR potentiate	OXTR ag	GalR3 antag	NALP1 yeast inh
O=C(COC(=O)c1ncc(Cl)c(Cl)c1Cl)NC(=O)c1ccccc1	.	.	-0.1	.	.	-1.1	0.9	-3.6	.
CC(NC(=O)CN(c1ccc(Br)cc1)S(C)(=O)=O)c1ccccc1 (stereo not drawn)	100.0	9.6	2.7	7.0	-1.9	-15.1	0.2	-8.7	9.0
CCCC(c1nnnn1CC(=O)OCC)N(Cc1cc2ccc(C)cc2[nH]c1=O)C1CCCC1 (stereo not drawn)	93.0	1.0	-0.9	-4.0	2.5	-12.8	-1.4	-4.5	.
Cc1ccc(C(=O)Nc2ccc(C)c(S(=O)(=O)Nc3ccccc3Cl)c2)s1	105.0	-13.5	0.9	2.0	1.1	-8.7	-1.9	-3.9	-6.2
Cc1ccc(N2C(=O)c3ccc(N)cc3C2=O)cc1	102.0	-9.9	2.0	2.0	4.9	-8.5	2.7	-2.4	-11.4
Cc1onc(-c2c(Cl)cccc2Cl)c1C(=O)N1CCc2ccccc2C1	.	3.5	9.6	.	-9.3	1.0	-2.5	-4.3	16.7
Cc1nc2c(C(=O)NCc3cccs3)cnn2c(C)c1Cc1ccc(F)cc1	95.0	-4.5	-0.1	-2.0	4.1	-4.1	-1.7	-2.7	16.1
O=C(NCCCn1ccnc1)/C(=C\c1cccs1)NC(=O)c1cccs1	116.0	-11.0	2.2	0.0	-9.7	-0.9	-0.4	-3.9	25.2
Cc1cc([N+](=O)[O-])nn1Cc1ccc(C(=O)N/N=C/c2ccc(F)cc2)cc1	102.0	-4.1	0.7	8.0	-12.6	-12.3	-1.1	0.3	28.3
O=C1NC(c2cc(Cl)cc([N+](=O)[O-])c2O)Nc2ccccc21 (stereo not drawn)	91.0	-2.0	-0.1	-5.0	-1.2	-13.7	-0.8	-0.8	5.5
CCCCNC(=O)CC1S/C(=N/N=C/c2ccc(OC)cc2)NC1=O (stereo not drawn)	107.0	-20.4	0.2	6.0	6.9	-10.2	-1.1	-5.1	10.9
CCCCN1C(=O)c2ccc(C(=O)OCC(=O)N3CCN(c4ccccc4)CC3)cc2C1=O	.	.	2.7	.	.	-2.2	3.9	-6.2	.
COc1ccc(Cn2c(-c3ccc(OC)cc3)n[nH]c2=S)cc1	106.0	5.1	0.1	6.0	4.6	3.2	-0.4	-13.3	-4.8
O=C(Nc1ccc(NC(=O)c2ccc3c(c2)OCO3)cc1)c1cccc(Cl)c1	.	.	0.5	.	.	-5.7	0.3	-6.3	.
O=C(NCc1ccco1)C1CCN(c2ccc(N3CCOCC3)nn2)CC1	101.0	-12.2	-0.1	-1.0	18.1	-5.7	2.1	2.5	-32.7
COc1cccc(N2CCN(c3cnc4ccccc4n3)CC2)c1	92.0	0.5	2.5	-4.0	2.3	-6.3	1.4	-2.8	2.3
COc1cc(Cl)cc(C#N)c1OCC(=O)O	94.0	-10.5	1.2	-4.0	3.7	-0.5	-0.6	-6.5	1.4
O=C(NC(NC1CCS(=O)(=O)C1)C(=O)c1cccs1)c1ccccc1 (stereo not drawn)	91.0	-3.4	-1.1	-4.0	3.2	-2.9	-0.3	0.5	6.2
C/C(=C\c1ccco1)CN1CCC(N2CCC(C(=O)N3CCOCC3)CC2)CC1	101.0	-10.4	1.3	1.0	-1.5	-1.2	1.0	-2.8	-9.1
OC[C@@H](O)[C@@H](O)[C@H](O)[C@@H](O)CO	.	.	1.1	.	.	0.6	1.1	6.6	.
CSc1nc2n(n1)C(c1cccc(F)c1)C(C(=O)Nc1ccc(C)cc1C)=C(C)N2 (stereo not drawn)	105.0	-10.7	-0.3	2.0	-3.4	-11.1	-1.0	5.1	14.7
COC(=O)c1cc(NC(=O)c2nn(C)c(=O)c3ccccc23)cc(C(=O)OC)c1	104.0	-4.3	0.4	-1.0	-0.5	-5.5	0.5	-7.3	4.0
O=C(COc1ccc(Br)cc1F)Nc1nnc(C2CC2)s1	.	.	3.4	.	.	3.2	3.3	-3.9	.
CCN(CC)S(=O)(=O)c1ccc(Cl)c(C(=O)NC(C)C(c2cccs2)N2CCCC2)c1 (stereo not drawn)	92.0	8.3	-1.6	-4.0	-3.3	-14.5	-2.3	3.4	15.6
O=C(CN1CCCC1)N1c2ccccc2C=Cc2ccccc21	104.0	2.0	-1.3	-1.0	-1.1	-8.2	0.5	1.9	24.1
Clc1cccc(CN2CCN(Cc3nc(CCc4ccccc4)no3)CC2)c1	102.0	-5.8	-0.6	0.0	-5.3	-11.3	-2.1	-3.1	-3.4
CCC(C)Sc1ccc([C@H]2N[C@@](C)(C(=O)OC)[C@H]3C(=O)N(CC)C(=O)[C@@H]23)cc1 (stereo partly drawn)	.	.	5.3	.	.	-4.6	0.8	-2.1	.
Cc1ccc(SCC(=O)OCC(=O)N(C)CC(=O)Nc2ccccc2Cl)cc1	.	.	0.5	.	.	-9.1	1.2	-2.3	.
Brc1ccc2nc(-c3ccncc3)c(NC3CCCC3)n2c1	98.0	-5.3	-1.6	-1.0	-0.1	5.3	-1.9	-1.2	2.9
COC(=O)c1[nH]c2ccc(C)cc2c1NC(=O)NC1CCCCC1	102.0	1.0	-1.4	3.0	-0.8	-2.0	-1.5	-4.7	15.1
O=c1c2cnn(-c3ccccc3)c2nc(-c2ccco2)n1-c1ccccc1	95.0	-14.4	-1.0	-1.0	-6.2	-6.5	-1.4	-4.5	9.7
O=C(NC1CCCC1)C1CCN(C(=O)c2ccc(-c3ccccc3)cc2)CC1	96.0	-5.9	0.1	-4.0	-3.6	-3.4	-0.4	-0.6	0.7
COc1ccc(C(=O)c2sc(NC(C)C)nc2N)cc1OC	101.0	-9.7	-1.7	10.0	-5.6	-12.5	-0.7	-1.9	-15.4
Cc1cc(OCC(=O)N2CCc3ccccc3C2)c(C)cc1Br	106.0	-15.5	.	3.0	2.4	.	.	-9.2	-0.9
CC1CCCN(C(=O)C2COc3ccccc3O2)C1 (stereo not drawn)	103.0	-9.6	-0.8	3.0	-8.9	-7.3	-0.9	-1.9	-0.3
CCc1cc2cc(C(=O)Nc3ccc(C)cc3)sc2s1	109.0	-8.0	-0.8	4.0	8.6	-9.9	-1.3	-3.4	0.0
COc1ccc(C(=O)NC(=S)NNC(=O)c2c(-c3ccccc3)noc2C)cc1	107.0	-7.6	70.5*	1.0	5.9	-13.0	46.7*	2.6	23.7
Cc1csc(=O)n1CC(=O)OCC(=O)Nc1ccccc1C(C)C	.	.	0.3	.	.	-6.3	0.1	-4.3	.
